TDP1 block: qHTS Assay for Inhibitors of Tyrosyl-DNA Phosphodiesterase (TDP1) | Tyrosyl-DNA phosphodiesterase 1 (Homo sapiens), Q9NUW8 | recombinant TDP1, AlphaScreen DNA substrate cleavage | Potency, µM (titrated, usually from 130 µM), inactives show at the highest dose activity change, negative = inhibition, most hits filed as inhibitors | actives 0.28% (n = 350,000) | AID 485290, 2010; further: nearly all actives have a fitted effect of over 40% in size
Target sequence (Q9NUW8 whole entry, looked up): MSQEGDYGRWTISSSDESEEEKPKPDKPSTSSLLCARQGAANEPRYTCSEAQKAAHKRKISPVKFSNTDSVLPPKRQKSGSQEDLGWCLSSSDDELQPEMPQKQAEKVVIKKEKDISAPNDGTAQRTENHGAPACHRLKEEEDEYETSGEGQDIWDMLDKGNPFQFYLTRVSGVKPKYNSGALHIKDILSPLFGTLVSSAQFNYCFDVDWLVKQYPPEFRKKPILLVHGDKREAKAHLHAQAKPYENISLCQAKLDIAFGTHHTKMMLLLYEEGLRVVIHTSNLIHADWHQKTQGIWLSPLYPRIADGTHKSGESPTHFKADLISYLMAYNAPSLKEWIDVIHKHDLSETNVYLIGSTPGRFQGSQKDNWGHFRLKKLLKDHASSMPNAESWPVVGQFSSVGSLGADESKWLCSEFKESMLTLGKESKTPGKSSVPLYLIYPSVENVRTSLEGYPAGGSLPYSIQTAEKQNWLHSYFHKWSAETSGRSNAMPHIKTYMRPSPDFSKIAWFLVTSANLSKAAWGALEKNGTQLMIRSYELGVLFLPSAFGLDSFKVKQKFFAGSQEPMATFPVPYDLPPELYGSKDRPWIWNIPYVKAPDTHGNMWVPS
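Enzyme-compound mixtures sat 15 min at room temperature, followed by a 5 min reaction with 15 nM final substrate and 10 min with AlphaScreen beads. Recombinant human Tdp1 was used at 1 nM final.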
FEN1 inhibitor: qHTS Assay for the Inhibitors of Human Flap endonuclease 1 (FEN1) | Recombinant FEN1 flap cleavage, fluorescence, 15 min | Potency, µM (doses to about 114 µM), inactives show at the top dose activity change, negative = inhibition, actives largely listed as inhibitors | actives 0.35% (n = 390,000) | AID 588795, 2011; further: nearly all actives have a fitted effect of over 65% in size
Target sequence (P39748 whole entry, looked up): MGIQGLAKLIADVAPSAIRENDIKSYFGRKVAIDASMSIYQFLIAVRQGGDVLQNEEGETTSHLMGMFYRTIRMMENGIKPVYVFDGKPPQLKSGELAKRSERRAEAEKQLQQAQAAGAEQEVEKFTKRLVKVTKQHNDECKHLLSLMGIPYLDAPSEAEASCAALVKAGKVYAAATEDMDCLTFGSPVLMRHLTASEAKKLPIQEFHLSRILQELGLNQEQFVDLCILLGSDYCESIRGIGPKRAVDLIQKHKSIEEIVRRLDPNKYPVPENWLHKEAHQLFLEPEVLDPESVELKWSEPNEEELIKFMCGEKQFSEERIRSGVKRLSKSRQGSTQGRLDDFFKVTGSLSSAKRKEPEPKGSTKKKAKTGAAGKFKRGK
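With each library titrated from low to high concentration, compounds met 10 nM FEN1 for 15 min at room temperature before 50 nM substrate was added; readings at 0 and 15 min fed four-parameter Hill curve fits.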
N370S GC mod: qHTS Assay for Inhibitors and Activators of N370S glucocerebrosidase as a Potential Chaperone Treatment of Gaucher Disease; Lysosomal acid glucosylceramidase (Homo sapiens), P04062; N370S GC spleen homogenate, 4MU-glucoside fluorescence; Potency, µM (titrated, usually from 59.4 µM), inactives show top-dose activity change, negative = inhibition, most hits filed as inhibitors; actives 0.092% (n = 330,000); AID 2101, 2009;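 further: 0% = full enzyme activity and -100% = no enzyme basal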
Active calls of the source: *; ? = inconclusive; nt = no result given; [ ] = dose if it differs, or a comment. The call rests on the fitted dose curve; in most records, active means well fitted curve in the direction sought with a large enough effect; inconclusive means small, poorly fitted or top-dose-only effect, or another doubt; inactive means no such curve, though single readings can be large; an effect the other way counts as inactive or inconclusive. Unless noted, on the % scale 0 is the no-effect control and ±100 the full control effect; potency means the concentration at half of the fitted maximal effect.

SMILES	TDP1 block	FEN1 inhibitor	N370S GC mod
Cc1cc(C)c(O)c(-c2cc(C(=O)Nc3cccnc3)[nH]n2)c1	5%	-2%	-4%
c1ccc(-c2nnnn2CCOCCn2nnnc2-c2ccccc2)cc1	2%	-2%	13%
Cn1cnc(S(=O)(=O)N2CCCC(C(=O)Nc3ccc(F)cc3Cl)C2)c1 (stereo not given)	9%	0%	nt
COc1ccc2nc3sc(C(=O)Nc4cc(Cl)c(OC)cc4OC)cc3cc2c1	2%	-14%	nt
O=c1cc(N2CCc3ccccc3C2)[nH]c(=O)n1Cc1ccc(F)cc1	-2%	0%	5%
CC1(c2ccc(OC(F)F)cc2)NC(=O)N(CC(=O)N2c3ccccc3NC(=O)C2(C)C)C1=O (stereo not given)	-2%	7%	nt
CCCN(CC(=O)Nc1ccccc1C)C(=O)c1cccc(S(=O)(=O)N2CCN(c3ccccc3)CC2)c1	nt	-8%	-6%
CC(C)CC(=O)OCc1cn(-c2ccccc2)nn1	1%	4%	4%
O=C(NC1CCCCC1)C(c1ccc(O)cc1)N(C(=O)c1cnccn1)c1cccc(F)c1 (stereo not given)	1%	5%	-8%
Cc1cc(C(=O)CN2C(=O)NC3(CCCCC3)C2=O)c(C)n1Cc1ccco1	4%	-11%	-1%
COc1ccc(NC(=O)COC(=O)CCc2ccc(S(=O)(=O)N3CCOCC3)cc2)c(OC)c1	0%	-9%	nt
COc1ccc(N=NC2=C(O)CC(C)(C)CC2=O)cc1	-7%	-3%	5%
O=C(COc1ccc(Cl)cc1)NNC(=S)NCc1ccccc1	nt	1%	-2%
CC(=O)Nc1c([N+](=O)[O-])cc(C)c(Cl)c1[N+](=O)[O-]	0%	-10%	-7%
COc1ccc(NC(=O)CN(c2cc(C)cc(C)c2)S(=O)(=O)c2c(C)noc2C)cc1OC	-3%	3%	9%

Looked up one by one from the entries so far (five):
SMILES	TDP1 block	FEN1 inhibitor	N370S GC mod
COc1ccc2nc3sc(C(=O)Nc4cc(Cl)c(OC)cc4OC)cc3cc2c1	2%	-14%	nt
CC(C)CC(=O)OCc1cn(-c2ccccc2)nn1	1%	4%	4%
CC(=O)Nc1c([N+](=O)[O-])cc(C)c(Cl)c1[N+](=O)[O-]	0%	-10%	-7%
Cc1cc(C(=O)CN2C(=O)NC3(CCCCC3)C2=O)c(C)n1Cc1ccco1	4%	-11%	-1%
COc1ccc(NC(=O)COC(=O)CCc2ccc(S(=O)(=O)N3CCOCC3)cc2)c(OC)c1	0%	-9%	nt

Back to the main list with the 6 entries that preceded the break.
SMILES	TDP1 block	FEN1 inhibitor	N370S GC mod
Cc1cc(C(=O)CN2C(=O)NC3(CCCCC3)C2=O)c(C)n1Cc1ccco1	4%	-11%	-1%
COc1ccc(NC(=O)COC(=O)CCc2ccc(S(=O)(=O)N3CCOCC3)cc2)c(OC)c1	0%	-9%	nt
COc1ccc(N=NC2=C(O)CC(C)(C)CC2=O)cc1	-7%	-3%	5%
O=C(COc1ccc(Cl)cc1)NNC(=S)NCc1ccccc1	nt	1%	-2%
CC(=O)Nc1c([N+](=O)[O-])cc(C)c(Cl)c1[N+](=O)[O-]	0%	-10%	-7%
COc1ccc(NC(=O)CN(c2cc(C)cc(C)c2)S(=O)(=O)c2c(C)noc2C)cc1OC	-3%	3%	9%
CC(NC(=S)Nc1ccccc1Cl)C(c1ccccc1)N1CCOCC1 (stereo not given)	5%	1%	14%
COc1ccc(OC)c(CCNc2ncnc3onc(C)c23)c1	2%	-13%	nt
C#C[C@]1(O)CC[C@@H]2[C@H]3CCc4cc(OC)ccc4[C@@H]3CC[C@@]21C	10%[21 µM]	nt	11%[21.6 µM]
COc1nc(-c2ccc(Cl)cc2)ccc1-c1noc(-c2ccco2)n1	0%	4%	4%
O=C(COC(=O)CNS(=O)(=O)/C=C/c1ccccc1)Nc1cccc2ccccc12	4%	2%	0%
CCOC(=O)c1nnsc1NC(=O)Nc1ccc(OC)cc1	0%	-4%	-5%
On1onc2c3cc(-c4ccccc4)nc3ccc21	7%	?	3%
O=C(Nc1cccc(-c2nc3ccccc3s2)c1)c1ccc2c(c1)OCO2	6%	17%	-17%
CCOC(=O)c1cc(-c2ccc(C)cc2)n(CCC(=O)NCc2ccccc2)c1C	5%	-4%	nt
Cc1nc2cc(-c3cccc(F)c3)nn2c(C)c1CCC(=O)N1CCN(c2ccc(F)cc2)CC1	-2%	-21%	nt
CCCn1c2ccccc2c2cnn(CC(=O)N(C)c3ccccc3CC)c(=O)c21	4%	-15%	nt
COc1cc(C#N)ccc1OC(=O)c1cccc(S(=O)(=O)N2CCN(C)CC2)c1	-6%	-1%	-7%
CCCCN1C(=O)/C(=C/C=C2/CC(C)(C)CN2C)SC1=S	2%	0%	?
O=C(Cn1ncc2ccccc21)N1CCN(c2cccc(C(F)(F)F)c2)CC1	-5%[56.1 µM]	5%	6%
CCC(=O)c1ccc(OCC(O)CN2CCN(c3cccc(C(F)(F)F)c3)CC2)cc1 (stereo not given)	3%	-12%	-8%
COC(=O)Cc1ccc(NC(=S)NNC(=O)c2ccccc2Br)cc1	6%	-1%	-1%
CC(C)C(=O)Nc1nc(-c2ccc([N+](=O)[O-])cc2)cs1	-8%	-10%	-2%
O=C(COC(=O)C1CCC1)Nc1ccccc1Sc1ccccc1	0%	3%	-17%
Cc1ccc(Nc2nc(N)nc(CSc3nnc(-c4ccncc4)o3)n2)cc1	4%	-4%	2%
Cc1cc(C)nc(-n2ncc3c2CC(c2ccccc2C)CC3=O)n1 (stereo not given)	-1%	-14%	4%
CN(CC(=O)Nc1nc2ccccc2s1)S(=O)(=O)c1ccc(Cl)cc1	2%	1%	27%
CCn1c(CNC(=O)COc2ccc(C(C)C)cc2)nnc1SCC(=O)Nc1cc(F)ccc1C	2%	-5%	?
Cc1ccc(OCC(=O)Oc2ccc(C)c(C)c2)cc1	50µM*	-5%	0%
COc1ccc(-c2nnc(SCC(=O)NCCc3ccccc3)nc2-c2ccc(OC)cc2)cc1	8%	8%	nt
Cc1cc(C)nc(N(C#N)S(=O)(=O)c2ccccc2)n1	4%	2%	4%[2.35 µM]
COc1ccc(/C(O)=C2/C(=O)C(=O)N(CCCC(=O)O)C2c2ccc(OC)c(OC)c2)cc1 (stereo not given)	4%	-9%	-15%
Clc1cc(Cl)cc(Nc2ncnc(-n3cccc3)n2)c1	4%	-5%	14%
O=C(c1cc(-c2ccc(Cl)c(Cl)c2)on1)N1CCCCCC1	-5%	-5%	-18%
Cc1oc(-c2ccc(Cl)cc2)nc1CS(=O)CC(=O)NCCN1CCCC1 (stereo not given)	4%	-8%	-7%
COCCNC(=O)Cn1cc(S(=O)(=O)N2CCN(c3ccccc3F)CC2)c2ccccc2c1=O	6%	-6%	2%
CCO[C@@H]1OC(C(=O)NCc2nc3ccccc3[nH]2)=C[C@H](C2CC2)[C@H]1CCCO	5%	6%	1%
COc1ccc(NC(=O)CN2CCN(S(=O)(=O)c3ccc(Br)cc3)CC2)c(OC)c1	3%	-18%	-12%
CCOC(=O)C1CCN(C(=O)c2ccc3c(c2)sc2nc(-c4ccc(OCC)cc4)cn23)CC1	1%	22%	nt
O=C(CN1C(=O)C2CC=CCC2C1=O)Nc1ccc(F)cc1F (stereo not given)	-1%	15%	nt
CCC(C)[C@H](NC(=O)NCc1cccc(OC)c1)C(=O)OC (stereo not given in full)	-3%	-2%	7%
COCCn1c(SCC(=O)Nc2ccc(F)cc2F)nc2c([nH]c3ccccc32)c1=O	0%	6%	-18%
O=C(CC1CCCCC1)NCc1ccccc1Cl	4%	13%	-1%
O=C(NCCN1CCOCC1)c1ccccc1Cl	nt	23%	1%
O=S(=O)(NCc1ccccc1Br)c1cccs1	-3%	3%	6%
COc1cccc(CNCCSc2nnnn2C)c1OC	-2%	26%	-3%[12.8 µM]
CC1CCCN(C(=O)CCS(=O)(=O)Cc2ccccc2)C1 (stereo not given)	2%	-3%	-7%
COC(=O)Nc1csc2c1NC(=O)CCCC2	9%	-14%	9%
Cc1ccc(S(=O)(=O)Nc2ccccc2F)cc1C(=O)NCc1ccco1	-2%	-4%	nt
CN(C)c1ccc(N2C(=O)CC(c3ccccc3)CC2=O)cc1	-4%	6%	1%
Cc1c(NC(=O)CSc2nnnn2-c2ccc(O)cc2)c(=O)n(-c2ccccc2)n1C	1%	-4%	0%
O=C(Nc1cccnc1)C1CCN(S(=O)(=O)c2ccc(Cl)cc2)CC1	2%[56.1 µM]	10%	-6%
COc1ccc(C)cc1NC(=O)c1ccc2c(c1)CCN2S(=O)(=O)c1ccc(Cl)cc1	5%	1%	nt
CCCCN=C(Nc1ccc(Cl)cc1)c1cccnc1	3%	3%	-5%
Cc1ccc(Cl)c(N/C=C/C(=O)c2ccccc2)c1	-1%	-15%	8%
OCC1(Cc2ccc(Cl)cc2)CCN(Cc2ccccc2F)CC1	3%	11%	0%
Cn1nnnc1SCC(=O)N1CCc2ccccc21	nt	-9%	4%
Cc1nc2cc(NC(=O)Nc3cccc([N+](=O)[O-])c3)ccc2n1C	nt	0%	-3%
CNc1nc(-c2ccccc2C(F)(F)F)nc2ccccc12	-12%[56.1 µM]	nt	?
CCC1(CC)NC(=O)NC1=O	6%	-9%	9%
CCc1ccc(OCC(=O)N2CCN(c3ccccc3F)CC2)cc1	1%	-19%	0%
CCOc1ccc(CCNC(=O)CCCn2nc(C)c3sc4ccccc4c3c2=O)cc1	9%	-13%	nt
CCc1ccc(CN(C(=O)c2nc(SC)ncc2Cl)C2CCS(=O)(=O)C2)cc1 (stereo not given)	5%	10%	nt
CCOC(=O)C1CCCN(CCC(=O)Nc2cccc(Cl)c2C)C1 (stereo not given)	nt	8%	-1%
COc1ccc(-c2cc(C(=O)Nc3ccc(O)cc3)c3ccccc3n2)cc1OC	5%	-28%	-1%
O=C(CSc1nc2c(oc3ccccc32)c(=O)n1Cc1ccco1)Nc1ccccc1Cl	2%	-4%	nt

In another format: entries from further up.
Fields: TDP1 block	FEN1 inhibitor	N370S GC mod
O=C(CN1C(=O)C2CC=CCC2C1=O)Nc1ccc(F)cc1F (stereo not given)
  -1%	15%	nt
CCC(C)[C@H](NC(=O)NCc1cccc(OC)c1)C(=O)OC (stereo not given in full)
  -3%	-2%	7%
COCCn1c(SCC(=O)Nc2ccc(F)cc2F)nc2c([nH]c3ccccc32)c1=O
  0%	6%	-18%
O=C(CC1CCCCC1)NCc1ccccc1Cl
  4%	13%	-1%

Following part
SMILES	TDP1 block	FEN1 inhibitor	N370S GC mod
CCOC(=O)[C@H]1[C@H]2COc3ccc(OC)cc3[C@@H]2N2C(=O)CN(CCc3c[nH]c4ccccc34)C(=O)[C@@]12C	5%	?	nt
COc1ccc(NC(=O)C2CCCN(S(C)(=O)=O)C2)cc1OC (stereo not given)	nt	2%	0%
CCC1CCCCN1C1Sc2ccc(C(=O)OC)cc2NC1=O (stereo not given)	-5%	-15%	-6%
CSc1oc(-c2ccco2)nc1S(=O)(=O)c1ccc(F)cc1	-5%	-10%	12%
COC(=O)C(Nc1nccs1)(OC)C(F)(F)F (stereo not given)	5%	3%	10%
CCN(CC)S(=O)(=O)c1cccc(-c2nnc(SC(C)C#N)n2Cc2ccccc2)c1 (stereo not given)	0%	-3%	7%
O=C(NC1CC2CCCC(C1)N2C1CC1)NC12CC3CC(CC(C3)C1)C2 (stereo not given)	2%	nt	-6%
COc1ccc(NC(=O)CSc2nnc(C3CCCCC3)o2)c(OC)c1	1%	13%	4%[12.8 µM]
COc1ccccc1-n1cc(-c2ccccc2)[nH]c1=S	nt	-3%	0%
CCn1c2ccccc2c2cc(CN3CCN(Cc4ccc(Cl)cc4)CC3)ccc21	4%[12.3 µM]	?	nt
COC(=O)[C@H](CCSC)NC(=O)Nc1cc(C)ccc1C	4%	6%	1%
COC(=O)c1cc(CNC(=O)c2cccc(Cl)c2Cl)ccc1OC	0%	nt	24%
CCCC[C@@H]1C[C@H]1C(NC(=O)c1ccco1)c1ccc(C(=O)OC)cc1 (stereo not given in full)	9%	nt	-2%
CCCCNC(=O)CSc1nc(COc2ccccc2)nc2ccccc12	3%	-8%	?
CCOC(=O)N1CCN(C(=O)CSCc2nc(-c3ccccc3C)oc2C)CC1	-2%	-8%	5%
CSc1ccccc1OCc1cc(C(=O)N(C)Cc2ccncn2)no1	6%	6%	0%
CN(C)c1nnnn1-c1ccccc1Oc1ncc(C(F)(F)F)cc1Cl	2%	-12%	8%
CC(=O)c1cc(F)c(N2CCN(C(=O)C(C)(C)C)CC2)cc1C	7%	8%	-1%
